# Epigenetic derep – Quantitative High-Throughput Screen for Regulators of Epigenetic Control | murine LDR cells, GFP reporter derepression, 30 h | Potency, µM (top dose mostly 53.9 µM), for inactives: at the highest dose GFP activation, usual class: activators | 0.2% of 280,000 active | AID 1865, 2009; active = well fitted activation curve with a large enough effect; inconclusive = small, poorly fitted or top-dose-only effect; note: % of control where 0% means no effect; nearly all actives have a fitted effect of over 60% in size
#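 Readout is the number of GFP-expressing murine LDR cells, counted by cytometry following washing. Cells were treated with compound for 30 h at 37 C; the stably integrated CMV-GFP locus is normally silent.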
# Active calls of the source: *; u = inconclusive. Potency is the fitted concentration of half-maximal effect.
SMILES,Epigenetic derep
CC(C)CC(=O)N1c2nc(C(C)C)nn2C2(CCCCC2)[C@@H]2CCCC[C@@H]21,0.0%
COc1cccc(NC(=O)c2ccc3nc(CCc4ccccc4)oc3c2)c1,3.4%
COc1cc(OC)cc(C(=O)Nc2ccc3c(c2)n(C)c(=O)c(=O)n3C)c1,1.1%
CC(C)OCCCn1c(=O)c2ccccc2n2c(-c3ccc(F)c(F)c3)nnc12,-1.5%
COc1ccccc1CNC(=O)c1cnc(N2CCCC2)nc1C,-3.1%
Cc1cc(F)ccc1NC(=O)Cn1cc(S(=O)(=O)NC(C)C)c(S(=O)(=O)NC(C)C)c1,0.0%
COc1ccc(OC)c(NS(=O)(=O)c2ccc(N3CCCCS3(=O)=O)cc2)c1,-3.3%
Cc1cc(C)c2c(-n3cccc3)c(C(=O)NCCc3ccccc3)sc2n1,13.5%
CCC(=O)Nc1ccc2nc(SCc3ccccc3)sc2c1,-1.6%
COc1ccc(C2=C(C)C(=O)N(Cc3ccc(C(=O)Nc4cc(C)ccc4C)cc3)S2(=O)=O)cc1,0.0%
Cc1c(Cl)cccc1-n1ncc(C(=O)N2CCN(c3ncccn3)CC2)c1C1CCN(C(=O)OC(C)(C)C)CC1,-0.2%
CC1C(=O)Nc2ccc(S(=O)(=O)N3CCCCC3)cc2NC1=O (stereo not drawn),-0.4%
Cc1cc(C)c(NC(=O)Cn2nc(-c3ccncc3)ccc2=O)c(C)c1,0.0%
O=C(Nc1nnc(S(=O)(=O)Nc2ccccc2)s1)c1ccccc1Cl,0.8%
COCCc1nn2c(=O)cc(COC(=O)COc3ccc(F)cc3)nc2s1,1.2%
COc1cccc(Cn2c(=O)n(CC3CCC(C(=O)N4CCOCC4)CC3)c(=O)c3sccc32)c1 (stereo not drawn),1.1%
Cc1ccc(NC(=O)c2ccc(F)c(S(=O)(=O)N3CCc4ccccc4C3)c2)cc1F,1.4%
COc1ccccc1N1CCN(c2nc3ccc(C(=O)c4ccccc4)cc3n3c(C)nnc23)CC1,-1.4%
COc1ccc(C)cc1NS(=O)(=O)c1ccc2c(c1)CCCN2C(C)=O,1.4%
COc1ccc(-n2c(/C=C/c3ccccc3F)nc3cc(OC)c(OC)cc3c2=O)cc1Cl,0.0%
CC(=O)N(Cc1cccnc1)c1nc2cc(C)cc(C)c2s1,2.0%
O=C(c1ccc(Br)cc1)N1CCN(CCc2ccncc2)CC1,-3.2%
Cc1ccccc1CS(=O)(=O)Cc1ccc(C(=O)NCCc2ccccc2)o1,2.0%
COc1ccc(N2CCN(c3ccc(-c4nc(-c5ccccc5C)no4)cc3[N+](=O)[O-])CC2)cc1,-4.8%
Cc1ccc(C)c(NC(=O)CSc2nncn3c2cc2sccc23)c1,-0.1%
CCN1CCN(Cc2nc3cc(NC(=O)c4cccc([N+](=O)[O-])c4)ccc3n2CC)CC1,-3.2%
COc1ccc(C2=C(C)C(=O)N(Cc3ccc(C(=O)NCc4ccc(C)cc4)cc3)S2(=O)=O)cc1,1.5%
CCC(C(=O)NCc1cccc(Br)c1)n1nc(C)c2c(C)n(-c3ccccc3)nc2c1=O (stereo not drawn),4.3%
Cn1c(=O)oc2cc(S(=O)(=O)CCC(=O)NCCc3ccccc3)ccc21,-1.3%
O=C(NCc1ccc(F)cc1)c1cnc(N2CCCCC2)c2ccccc12,0.0%

# Random excerpt: 4 records from the list
SMILES,Epigenetic derep
Cc1ccc(C)c(NC(=O)CSc2nncn3c2cc2sccc23)c1,-0.1%
COc1ccccc1N1CCN(c2nc3ccc(C(=O)c4ccccc4)cc3n3c(C)nnc23)CC1,-1.4%
CC(=O)N(Cc1cccnc1)c1nc2cc(C)cc(C)c2s1,2.0%
Cc1ccccc1CS(=O)(=O)Cc1ccc(C(=O)NCCc2ccccc2)o1,2.0%

# Another view of part of the listing above:
SMILES	Epigenetic derep
COc1ccc(-n2c(/C=C/c3ccccc3F)nc3cc(OC)c(OC)cc3c2=O)cc1Cl	0.0%
CC(=O)N(Cc1cccnc1)c1nc2cc(C)cc(C)c2s1	2.0%
O=C(c1ccc(Br)cc1)N1CCN(CCc2ccncc2)CC1	-3.2%

# Continuation:
SMILES,Epigenetic derep
Cc1ccc(OC(=O)CSc2nnc(-c3cccs3)o2)cc1C,-2.9%
Cc1ccc(CNC(=O)CN2C(=O)C3CCCCN3c3ccc(C(=O)N(C)C)cc32)cc1 (stereo not drawn),-1.7%
CCOc1ccc(C(=O)OCc2cc(=O)n3nc(C(C)C)sc3n2)cc1,2.9%
Cc1cccc(NS(=O)(=O)c2ccc3c(c2)C(C)(C)C(=O)N3C)c1,-1.1%
CN(C)c1ccc(CNC(=O)C2CCN(c3nnc(-n4cccc4)s3)CC2)cc1,0.0%
O=C(CCS(=O)(=O)c1ccc2c(c1)NC(=O)CO2)Nc1cccc(C(F)(F)F)c1,1.1%
Cc1ccc(C(C)C)c(OCCSc2nc(-c3ccccc3F)nc3cc(=O)[nH]n23)c1,6.9%
COc1ccc(-c2nc(C)c(CCNC(=O)c3cccs3)s2)cc1,0.0%
CCOC(=O)c1sc2ccccc2c1S(=O)(=O)N1CCN(c2ccccc2F)CC1,0.0%
CC(Oc1ccc(F)cc1)C(=O)Nc1cc(-c2ccc(F)c(F)c2)no1 (stereo not drawn),-4.8%
Cc1nn(-c2ccccc2)c2c1N(CC(=O)N1CCN(c3ccc(F)cc3)CC1)C(=O)CS2,5.9%
CCC(=O)N1CCCc2cc(S(=O)(=O)N3CCC(C(=O)NC4CCCCC4)CC3)ccc21,0.3%
COc1cccc(NC(=O)CSc2nc3ccc(NC(=O)c4cccs4)cc3s2)c1,1.6%
Fc1ccccc1N1CCN(c2ncc3c(n2)CCN(Cc2ccc(Br)s2)C3)CC1,9.8%
Cc1c(C(=O)N(C)C)sc2c1c(=O)n(-c1ccc(F)cc1)c(=O)n2Cc1ccccc1C#N,0.0%
CCCS(=O)(=O)N1CC(=O)N(c2cccc(F)c2)C(C)(C(=O)NC2CCCCCC2)C1 (stereo not drawn),-1.2%
CC1Cc2ccccc2N1C(=O)CSc1nnc(-c2cccc(Cl)c2)o1 (stereo not drawn),-3.2%
CCCCC(=O)Nc1cccc(-c2nc3ccccc3s2)c1,-1.6%
Cc1ccc(NC(=O)CSc2nc(C3CCCC3)nc3c2c(=O)n(C)c(=O)n3C)c(C)c1,2.3%
COc1ccc(Cn2ccnc2SCC(=O)Nc2nnc(C)s2)cc1,2.5%
COc1cc(Cl)c(C)cc1NC(=O)CSCc1nc(-c2ccc(OC)c(OC)c2)no1,-1.2%
CC1=C(C(=O)Nc2cc(Cl)ccc2C)C(c2cccs2)n2ncnc2N1 (stereo not drawn),0.0%
CCOc1ccccc1NC(=O)Cn1c(=O)n(Cc2ccc(OC)cc2)c(=O)c2oc3ccccc3c21,u
O=c1c2c3c(sc2nnn1Cc1ccc(F)cc1)CCCC3,-0.2%
O=C(Nc1nnc(S(=O)(=O)N2CCCCCC2)s1)c1ccc(Br)cc1,0.0%
CC(C)Cn1cc(NC(=O)N2CCN(c3ccc(F)cc3)CC2)c2ccccc2c1=O,0.8%
Cc1cccc(NC(=O)CSc2nc(-c3ccccc3Cl)nc3c2Cc2c(CO)cnc(C)c2O3)c1C,1.3%
COc1cccc(-n2c(=O)c3c(C)c(C(=O)N(C)C)sc3n(CC(=O)Nc3ccc(C)cc3Cl)c2=O)c1,0.0%
COc1ccccc1-c1nc2c(c(SCc3ccc(F)cc3Cl)n1)Cc1c(CO)cnc(C)c1O2,2.7%
CCC(Sc1nc2ncccc2[nH]1)C(=O)Nc1cccc(OC)c1 (stereo not drawn),0.0%

# Individual results from the entries so far:
# Epigenetic derep result of Cn1c(=O)oc2cc(S(=O)(=O)CCC(=O)NCCc3ccccc3)ccc21 → -1.3%
# Epigenetic derep result of COc1ccc(-n2c(/C=C/c3ccccc3F)nc3cc(OC)c(OC)cc3c2=O)cc1Cl → 0.0%
# Epigenetic derep result of CCCCC(=O)Nc1cccc(-c2nc3ccccc3s2)c1 → -1.6%

# Other entries:
SMILES,Epigenetic derep
COc1ccc(N2CCN(C3C(=O)c4ccccc4N3C(C)=O)CC2)cc1 (stereo not drawn),2.1%
Cc1cccc(CSc2ncc(CO)n2Cc2ccc(F)cc2)c1,1.1%
COc1ccc(-n2c(SCC(=O)NCc3ccccc3)nc3n[nH]c(C)c3c2=N)cc1,-1.1%
Cc1ccc(NC(=O)CSc2nc(-c3ccco3)nc3cc(=O)[nH]n23)cc1C,-0.2%
COc1ccc(OCC2c3cc(OC)c(OC)cc3CCN2C(=O)c2ccc(F)cc2)cc1 (stereo not drawn),-2.3%
CC(=O)c1ccc(NC(=O)c2cc(C3CC3)nc3c2c(C)nn3-c2ccc(C)cc2)cc1,3.8%
C=Cc1ccc(CSc2nc(-c3ccc(Cl)cc3)nc3c2Cc2c(CO)cnc(C)c2O3)cc1,0.7%
COc1ccc(C(=O)Nc2ccc(OCc3cc(=O)n4ccccc4n3)cc2)cc1,1.6%
CCc1ccc(NC(=O)CN2C(=O)CSc3ccc(S(=O)(=O)N(C)C)cc32)cc1,-2.6%
COc1ccc(C2=C(C)C(=O)N(Cc3ccc(C(=O)NCc4cccc(C)c4)cc3)S2(=O)=O)cc1,-2.2%
Cc1c(C(=O)N2CCC(C)CC2)c(S(=O)(=O)N2CCN(c3cccc(Cl)c3)CC2)c(C)n1C,-3.5%
Cc1nnc(SCC(=O)NCc2ccccc2F)c2nn(-c3ccc(Cl)cc3)c(C)c12,2.2%
COc1ccc(OC)c(CNC(=O)Cn2nc(C)c3c(C)n(-c4ccccc4)nc3c2=O)c1,-4.3%
Cc1nc(N2CCOCC2)c2c(C(=O)N(C)c3ccccc3)c(C)oc2n1,-0.4%
COc1ccc(C(=O)OCc2cc(=O)n3nc(-c4cccs4)sc3n2)cc1,5.2%
Cc1oc2ncn(C)c(=O)c2c1C(=O)N(Cc1ccccc1)C(C)C,2.5%
COc1ccc(S(=O)(=O)N2CCC(c3ccncc3)CC2)cc1Cl,-0.5%
Cc1ccc(-n2nnnc2CNC(=O)c2ccc(F)cc2)cc1C,6.4%
O=c1c(=O)n(-c2ccccc2)ccn1Cc1c(F)cccc1Cl,3.7%
Cc1ccc(CN2CCCn3nc(C(=O)NCc4ccc(OC(C)C)cc4)cc3C2=O)cc1,-2.6%
Cc1ccc(NC(=O)c2ccc(NC(=O)N3CCSc4nc(C)cc(C)c43)cc2)c(Cl)c1,1.8%
CC(C)CCNC(=O)C(=O)Nc1c2c(nn1-c1ccccc1)CS(=O)(=O)C2,-1.5%
Cc1noc(-c2ccc(-c3noc(-c4ccc(F)cc4)n3)cc2)n1,0.0%
Cc1csc2nc(COC(=O)c3ccc(NC(=O)C(C)Oc4ccccc4)cc3)cc(=O)n12 (stereo not drawn),1.8%
CCOc1ccc(CNC(=O)CCc2c(C)nn(-c3ccc(N4CCCCC4)nn3)c2C)cc1,0.0%
O=C(/C=C/c1ccccc1)Nc1nc2n(n1)C(c1ccc(F)cc1)C=C(c1ccccc1)N2 (stereo not drawn),-3.6%
CN(C)c1cccc(C(=O)N2CCC(c3ccncc3)CC2)c1,-0.5%
O=C(Nc1nnc(S(=O)(=O)N2CCCCCC2)s1)c1ccccc1,0.0%
Cc1cc(-c2ccc(S(=O)(=O)Nc3cccc(C(F)(F)F)c3)s2)on1,-2.5%
COc1ccc(NC(=O)C2=C(C)Nc3nc(SC)nn3C2c2cc(OC)ccc2OC)cc1 (stereo not drawn),-0.8%

# By substructure, those above containing a CF3 group
SMILES,Epigenetic derep
O=C(CCS(=O)(=O)c1ccc2c(c1)NC(=O)CO2)Nc1cccc(C(F)(F)F)c1,1.1%
Cc1cc(-c2ccc(S(=O)(=O)Nc3cccc(C(F)(F)F)c3)s2)on1,-2.5%

# (further entries)
SMILES,Epigenetic derep
Cc1nc(C)c(-c2ccc(SCC(=O)Nc3ccc(F)c(F)c3)nn2)s1,1.1%
CCOC(=O)c1c(S(=O)(=O)N2CCC(C(=O)NCc3cccc(C)c3)CC2)c(C)n(C)c1C,-0.2%
COc1ccc(OC)c(CCNC(=O)c2cnn(-c3ccccc3Cl)c2C2CCN(C(=O)OC(C)(C)C)CC2)c1,-1.3%
COc1ccccc1CNC(=O)C1CCN(c2ncnc3c2nc2n3CCCCC2)CC1,-1.2%
CCN(c1ccccc1)c1nnc(NC(=O)Nc2ccc(Br)c(C)c2)s1,0.2%
O=C(Nc1nnc(S(=O)(=O)N2CCCc3ccccc32)s1)c1ccccc1Cl,0.0%
COc1ccc(-c2noc(-c3ccc(N4CCOCC4)c([N+](=O)[O-])c3)n2)cc1,-2.7%
CCC(C(=O)NCCc1ccc(OC)c(OC)c1)n1nc(C)c2sc3ccccc3c2c1=O (stereo not drawn),u
COc1ccccc1CCNC(=O)CCn1c(=O)c2cccn2c2ccc(F)cc21,1.4%
O=C(NCCc1ccc(Cl)cc1)c1ccc(CSCc2cccc(Cl)c2)o1,-1.1%
Cc1ccc(CNC(=O)CCc2c(C)nn(-c3ccc(N4CCCCC4)nn3)c2C)cc1,0.0%
Cc1csc2nc(COC(=O)c3ccc(NC(=O)COc4ccccc4F)cc3)cc(=O)n12,1.7%
CN(Cc1ccco1)S(=O)(=O)c1nnc(NC(=O)c2ccccc2)s1,1.4%
CCc1ccc(NC(=O)c2cc3c(=O)n(Cc4cccnc4)ccc3nc2C)cc1,1.5%
CSCCC(NS(=O)(=O)c1ccc2c(c1)oc(=O)n2C)C(=O)N1CCN(c2ccc(C(C)=O)cc2)CC1 (stereo not drawn),1.1%
O=C(CCn1ccc2cc(S(=O)(=O)N3CCCC3)ccc21)NCc1cccc(Cl)c1,0.5%
CCc1ccc(NC(=O)N2CCN(C(=O)c3nsc4ccccc34)CC2)cc1,2.4%
CSc1ncc(C(=O)NCc2cccc(C)c2)c(-c2ccccc2)n1,0.0%
COc1cccc(C(c2c(O)cc(C)n(Cc3ccco3)c2=O)N2CCC(C)CC2)c1 (stereo not drawn),-0.2%
COc1ccccc1C(=O)Nc1nnc(S(=O)(=O)N2CCCCCC2)s1,0.0%

# Screening data as filed in PubChem.

# Not all compounds are listed, so the mix of outcomes need not match the whole.
